Bioassay records from PubChem BioAssay.
Jurkat NFkB inh – lowers PMA/ionomycin-induced NF-kB signal in Jurkat cells | PMA/ionomycin-induced NF-kB luciferase reporter, luminescence | inhibition, % at 4 µM | 330,000 tested, 0.53% active | AID 435003; in the data active means inhibition above about 50%
tim23-1 inh – inhibits growth of tim23-1 mutant yeast. S. cerevisiae tim23-1 growth, BacTiter-Glo luminescence, 24 h. inhibition, % at 20 µM. 330,000 tested, 1.3% active;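 active means growth inhibition of the mutant yeast at or above 50%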;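 further: temperature-sensitive mutant grown at 25 °C; plate controls were DMSO-treated mutant yeast for no effect and medium wells lacking yeast for full effect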
APJ ag – activates the human apelin receptor APJ. P35414. CHO-K1 APJ PathHunter beta-arrestin, luminescence; 0% DMSO wells, 100% apelin. activation, % at 20 µM. 330,000 tested, 0.11% active;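 active means activation more than six SD over the plate average, tested at 20 µM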;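 further: 0% = DMSO alone and 100% = apelin-13 at 10 nM; some results filed as inactive read as strong as hits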
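Assay system: engineered CHO-K1 APJ arrestin reporter cells; Amount: 1000 CHO-K1 reporter cells seeded per well; Dosing: one dose, 20 µM compound, 1% DMSO; Times: compound stimulation 90 min at 25 °C, detection 60 min; Measured by: luminescent beta-gal fragment complementation, chemiluminescent substrate; Read-out: APJ–arrestin association signal; Controls: DMSO vs Apelin-13 10 nM.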
XBP1 UPR activ – activators of adaptive arm of unfolded protein response (XBP1) | AID 463104 | activation, % at 20 µM | CHO-XBP1 luciferase reporter, IRE1-XBP1 UPR activation, luminescence; percent of tunicamycin response, DMSO as zero | 330,000 tested, 0.33% active;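 active means versus positive control, 20 µM dose yields 30% or more activation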;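 further: 100% = tunicamycin at 10 µg/mL and 0% = DMSO only wells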
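Material – CHO cell line with stable XBP1 luciferase reporter · Buffer or medium – F12 plus 10% FBS · Compound – single point, 20 µM final compound, 1% DMSO · Schedule – 16-18 h cell attachment at 37 °C, then 6 h compound exposure · Signal – Steady-Glo luminescence read · Benchmarks – high control tunicamycin 10 µg/mL final, low control DMSO vehicle only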
Mdm2 MdmX PPI – disrupts the human Mdm2-MdmX interaction. inhibition, % at 8 µM. AID 485346. SaOS-2 split-luciferase Mdm2/MdmX complementation, luminescence. 330,000 tested, 3% active;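 active means inhibition of at least 50% at 8 µM in the primary screen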
Target sequence (O15151 whole entry, looked up): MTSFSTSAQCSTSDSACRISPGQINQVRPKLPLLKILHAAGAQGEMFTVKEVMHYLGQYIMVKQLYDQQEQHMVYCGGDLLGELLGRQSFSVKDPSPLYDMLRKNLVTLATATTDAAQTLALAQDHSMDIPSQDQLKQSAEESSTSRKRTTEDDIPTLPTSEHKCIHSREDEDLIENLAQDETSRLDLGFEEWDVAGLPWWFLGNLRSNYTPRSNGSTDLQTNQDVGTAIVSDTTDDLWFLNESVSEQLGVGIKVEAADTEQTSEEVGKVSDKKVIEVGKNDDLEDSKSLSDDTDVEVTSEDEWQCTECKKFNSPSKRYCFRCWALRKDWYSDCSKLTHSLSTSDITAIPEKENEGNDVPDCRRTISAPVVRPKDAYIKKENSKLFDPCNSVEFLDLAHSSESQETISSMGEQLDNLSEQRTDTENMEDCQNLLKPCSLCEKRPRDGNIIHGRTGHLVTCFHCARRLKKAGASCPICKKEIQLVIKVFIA
Target sequence (Q00987 whole entry, looked up): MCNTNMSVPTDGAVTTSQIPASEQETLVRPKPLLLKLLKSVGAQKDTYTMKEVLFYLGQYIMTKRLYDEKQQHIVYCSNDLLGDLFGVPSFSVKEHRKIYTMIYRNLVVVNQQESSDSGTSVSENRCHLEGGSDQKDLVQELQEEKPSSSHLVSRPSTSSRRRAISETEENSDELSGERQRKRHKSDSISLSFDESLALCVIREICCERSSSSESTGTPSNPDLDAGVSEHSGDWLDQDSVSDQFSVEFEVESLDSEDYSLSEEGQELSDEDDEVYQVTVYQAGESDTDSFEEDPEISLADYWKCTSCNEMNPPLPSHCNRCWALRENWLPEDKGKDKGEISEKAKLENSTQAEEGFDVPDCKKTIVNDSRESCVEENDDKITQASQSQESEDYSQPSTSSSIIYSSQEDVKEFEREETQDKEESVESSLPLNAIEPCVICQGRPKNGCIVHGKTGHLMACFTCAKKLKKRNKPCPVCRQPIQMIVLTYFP
697 NFkB inh – lowers PMA/ionomycin-induced NF-kB signal in 697 B cells. inhibition, % at 4 µM. 697 B-cell NF-kB luciferase reporter, 16 h. 330,000 tested, 0.33% active; in the data active means inhibition above about 35%
APJ antagonist – antagonists of human APJ apelin receptor; P35414; CHO-K1 APJ beta-arrestin complementation, luminescence; inhibition, % at 20 µM; 330,000 tested, 0.32% active; AID 2521;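 active means inhibition above about 40% at 20 µM, limit read from the data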;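 further: cells challenged with 10 nM apelin-13 agonist together with compound; plate controls were apelin-13 plus DMSO wells for no effect and DMSO wells lacking apelin-13 for full effect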
UPR CHOP act – activators of apoptotic arm of unfolded protein response (CHOP). activation, % at 10 µM. 330,000 tested, 0.34% active. CHO-CHOP luciferase reporter, UPR activation, luminescence; percent of tunicamycin response over DMSO baseline;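 active means at 10 µM dose, activation of 40% or more, normalized to positive control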;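 further: 100% = tunicamycin at 10 µg/mL and 0% = DMSO alone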
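Dosing – one dose, 10 µM in 0.5% DMSO · System – CHO-CHOP cells, stable luciferase reporter of PERK-eIF2a-CHOP signalling · Input – 500 cells/well · Control set – tunicamycin 10 µg/mL final as positive, DMSO-only wells as negative · Timing – 6 h compound treatment, 37 °C · Measure – % activation vs tunicamycin · Technique – luminescence read with Steady-Glo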
* = called active by the depositor.

SMILES	Jurkat NFkB inh	tim23-1 inh	APJ ag	XBP1 UPR activ	Mdm2 MdmX PPI	697 NFkB inh	APJ antagonist	UPR CHOP act
C=CCn1c(=S)[nH]c2nc3c(cc2c1=O)COC(C)(C)C3	13	16	-4	-2	-33	-4	19	0.6
C=CCN(c1ccccc1C(=O)NCC(=O)O)S(=O)(=O)c1ccc(C)cc1	3	8	-3	-4	-4	2	10	3.1
CCOc1ccc(C(=O)NC(C(=O)NCc2cccnc2)C(C)C)cc1 (stereo not given)	-18	16	-4	1	4	-4	20	2.8
CC(C)C(=O)Nc1ncc2c(n1)CC(c1cccs1)CC2=O (stereo not given)	-5	10	-3	-1	13	12	14	-0.1
CCOC(=O)C(CC)Sc1ccc2nnc(CCNS(=O)(=O)c3ccccc3)n2n1 (stereo not given)	3	-3	-3	3	-4	3	-10	-1.0
CCc1c(C)sc(NC(=S)Nc2cccnc2)c1C(=O)OC	-7	8	-3	1	19	-4	17	-1.8
Cc1c(C(=O)NCc2cccnc2)oc2ccc(S(=O)(=O)N3CCCCCC3)cc12	10	26	6	-1	30	-53	2	0.1
COCC(=O)Nc1cc(C)cn(Cc2c(F)cccc2Cl)c1=O	-6	1	-6	-2	18	13	-2	-0.3
O=C(CN1CC(=O)Oc2ccccc21)OCC(=O)c1ccc(F)cc1	-15	29	2	-2	-10	5	-7	-0.7
C=Cn1c(C(=O)O)ccc1-c1ccc(OC)cc1	12	10	-1	3	18	15	18	-1.2
CCc1nc2oc3ccccc3c(=O)c2c(=O)n1Cc1ccccc1	6	29	-2	1	5	3	7	1.9
COc1ccc(-n2c(=S)[nH]c3cc(C(=O)N4CCN(c5ccccc5)CC4)ccc3c2=O)c(OC)c1	6	-15	1	-1	-17	-3	24	2.6
Cc1cc(OCC(=O)NCc2cccnc2)ccc1[N+](=O)[O-]	-6	-5	-3	0	-4	11	4	-1.8
Cc1ccc(Cl)cc1NC(=O)N(C)CCO	-6	18	-6	0	-26	1	-1	0.7
NS(=O)(=O)c1ccc(NC(=O)CSc2nc3ccccc3c(=O)n2Cc2ccncc2)cc1	0	-7	-3	0	10	14	3	-0.6
O=C(CSc1nc2[nH]ncc2c(=O)[nH]1)Nc1ccc(Cl)cc1	12	7	12	-1	21	6	10	1.0
O=[N+]([O-])c1ccc(CSc2nc3ccccc3o2)cc1	-150	9	-3	2	-174	-229	2	1.4
COCCn1c(SCC(=O)Nc2ccccc2OC)nnc1-c1ccco1	15	3	-2	-1	-28	-1	7	0.1
O=C1CCCC(=O)C1Sc1ccc(Cl)cc1	-2	17	-2	0	7	0	-17	-1.1
COc1cc2cc(C(=O)N/N=C/c3cccc(OC)c3OC)[nH]c2cc1OC	-26	23	7	5	-22	14	-4	2.5
COc1ccccc1C(=O)NC(=O)COC(=O)c1ccc(Cl)cc1[N+](=O)[O-]	-9	3	5	-1	8	-20	3	1.1
Cc1cccc(C)c1NC(=O)c1c(-c2ccccc2)noc1C	-12	19	-5	1	26	3	4	-1.8
COc1ccccc1NS(=O)(=O)c1cc(NC(=O)/C=C/c2cccs2)ccc1N1CCOCC1	18	17	2	3	22	-51	-16	4.8
Cc1sc2ncnc(NCC(c3ccco3)N3CCCC3)c2c1C (stereo not given)	3	9	-3	3	9	-6	-2	-0.9
O=C(O)C1CSC(c2ccncc2)N1 (stereo not given)	-7	16	-3	1	24	3	8	0.2

Quoted from the listing:
`COc1ccccc1NS(=O)(=O)c1cc(NC(=O)/C=C/c2cccs2)ccc1N1CCOCC1` in APJ antagonist is entered as -16
`O=C(O)C1CSC(c2ccncc2)N1` (stereo not given) in APJ ag is entered as -3

4 successive compounds already listed:
SMILES	Jurkat NFkB inh	tim23-1 inh	APJ ag	XBP1 UPR activ	Mdm2 MdmX PPI	697 NFkB inh	APJ antagonist	UPR CHOP act
O=C(CN1CC(=O)Oc2ccccc21)OCC(=O)c1ccc(F)cc1	-15	29	2	-2	-10	5	-7	-0.7
C=Cn1c(C(=O)O)ccc1-c1ccc(OC)cc1	12	10	-1	3	18	15	18	-1.2
CCc1nc2oc3ccccc3c(=O)c2c(=O)n1Cc1ccccc1	6	29	-2	1	5	3	7	1.9
COc1ccc(-n2c(=S)[nH]c3cc(C(=O)N4CCN(c5ccccc5)CC4)ccc3c2=O)c(OC)c1	6	-15	1	-1	-17	-3	24	2.6

Later entries
SMILES	Jurkat NFkB inh	tim23-1 inh	APJ ag	XBP1 UPR activ	Mdm2 MdmX PPI	697 NFkB inh	APJ antagonist	UPR CHOP act
COC(=O)[C@@H]1[C@@H](C)OC(=O)N[C@H]1c1ccccc1	14	2	5	0	10	22	11	0.4
CCOC(=O)/C(=C\c1ccc(C)cc1)NC(=O)c1ccccc1	3	18	-3	3	17	19	13	0.3
C/C(=N\NC(=S)NC1CCCCC1)c1ccc(C)o1	-14	42	-5	0	21	-15	16	3.7
COCCN(CCOC)S(=O)(=O)c1ccc(C(=O)Nc2ccc([N+](=O)[O-])cc2OC)cc1	16	11	-1	-2	4	18	-2	0.8
O=[N+]([O-])c1ccc(CCn2ccnc2)cc1	7	-164	-3	-3	4	14	19	0.8
O=C(CSc1ccc(S(=O)(=O)N2CCOCC2)cn1)Nc1ccc(OC(F)F)cc1	2	-9	-3	0	19	2	0	-1.5
O=C(CCCCCN1C(=O)CCC1=O)Nc1ccc(Cl)c(C(F)(F)F)c1	-13	23	-2	-5	1	-3	-3	-0.9
CC(C)NC(=O)Nc1ccc2c(c1)C(=O)N([C@H](C)CO)C[C@H](C)[C@@H](CN(C)C(=O)NC1CCCCC1)O2	-2	0	-3	-2	7	4	0	-1.6
COc1ccccc1N1CCN(C/C(O)=C(\C#N)c2nc(-c3ccccc3)cs2)CC1	4	9	-6	-3	16	-19	18	-1.6
O=S(=O)(c1ccccc1)c1nc(NC2CC2)sc1Cl	3	18	-4	-1	0	-34	-3	0.4
Cc1cc(C(=O)N/N=C2\CCCc3ccccc32)c(C)o1	-13	0	-5	0	-18	1	17	1.9
CN(CCOc1ccc(Cl)cc1)C(=O)C1CCN(C(=O)c2ccc(Cl)cc2)CC1	6	15	4	-5	12	-25	8	0.7
CCCc1nnc(NC(=O)CCC(=O)N2CCN(S(=O)(=O)c3ccc(C)cc3)CC2)s1	-15	6	-4	0	13	12	-3	4.6
O=C(O)c1ccc2c(c1)C(=O)N(c1cc([N+](=O)[O-])ccn1)C2=O	-6	0	-4	-1	18	6	16	0.1
Cc1cccc(C2c3[nH]c4ccccc4c3CCN2C(=O)c2cc3c([nH]c2=O)CCCC3)n1 (stereo not given)	8	13	-3	3	0	2	-7	0.8
CCOC(=O)CNc1nc(Cl)c(C#N)s1	-9	9	-5	-5	-6	7	0	-0.8
O=C(NCc1cccc(F)c1)C1CCN(S(=O)(=O)Cc2ccccc2)CC1	39	1	-2	-2	-27	-1	-2	-1.3
O=C(CSc1nnc2ccc(-c3ccccc3)nn12)NCC1CCCO1 (stereo not given)	2	13	-1	2	-3	6	8	0.8
CCN(CC(=O)NCCc1ccccc1)S(=O)(=O)c1ccccc1	-8	15	1	-1	4	8	4	-2.0
Cc1nnn(C23CC4CC(CC(C4)C2)C3)n1	-5	-4	1	-1	16	7	14	-0.5
C[C@@H]1C[C@@H]2O[C@H]2/C=C\C=C\C(=O)Cc2c(Cl)c(O)cc(O)c2C(=O)O1	56*	-43	-6	-2	79*	84*	-4	145*
O=S(=O)(CCN1CCOCC1)c1ccc(OC(F)(F)F)cc1	0	10	-4	-1	-8	12	0	1.7
Cc1ccc(CNS(=O)(=O)c2ccc3c(c2)NC(=O)CS3)cc1	-20	26	7	-8	-1	-44	16	0.0
O=C1NC[C@@H](Cc2cccc3ccccc23)N(CCC23CC4CC(CC(C4)C2)C3)C1=O	14	26	4	2	-10	5	11	-1.5
Nc1nc(N)nc(COc2ccccc2)n1	-48	2	-4	-2	-17	-34	-5	4.4
(more compounds)
SMILES	Jurkat NFkB inh	tim23-1 inh	APJ ag	XBP1 UPR activ	Mdm2 MdmX PPI	697 NFkB inh	APJ antagonist	UPR CHOP act
CN(C(=O)c1ccccc1)c1nc2ccccc2s1	-132	19	-4	-10	-191	-175	13	-2.5
COc1ccccc1-c1nnc(NC(=O)c2cccc(N3C(=O)CCC3=O)c2)o1	8	4	-4	-5	-12	13	-3	4.3
CC(C(=O)N1CCCC1)c1ccc([N+](=O)[O-])cc1 (stereo not given)	-2	11	-3	-1	-5	12	3	-2.2
CC(/C=C/c1ccco1)=N\NC(=O)c1cc(C)[nH]n1	5	9	2	-3	17	11	11	-0.6
Cc1ccc(C(C)C)cc1OCCN1CCCC1	1	2	2	1	-12	-14	15	0.4
Cc1nc2c(-c3ccccc3)c(C)[nH]n2c(=O)c1Cl	2	13	1	-5	0	15	7	-2.3
O=C(O)CC(NNC(=O)c1ccccc1)C(=O)Nc1cccc([N+](=O)[O-])c1 (stereo not given)	-4	15	-3	0	-11	12	2	2.1
Cc1ccc(OCCNC(=O)CN2C(=O)NC3(CCCC3)C2=O)cc1	8	-13	-4	-2	16	3	-3	1.6
Nn1c(SCC(=O)NCCC2=CCCCC2)nnc1C1CCCCC1	-1	8	0	-2	24	4	0	1.2
Cc1c(C)c2ccc(OC(C)C(=O)N[C@@H](Cc3c[nH]c4ccccc34)C(=O)O)c(C)c2oc1=O (stereo not given in full)	-3	-1	-3	2	21	2	11	0.1
COc1ccc(S(=O)(=O)n2nc(OC(=O)c3ccc(C)cc3)cc2N)cc1	-9	39	-4	0	24	32	35	-1.1
COc1ccc2cc(C(=O)N(C)CC(=O)Nc3ccccc3Br)ccc2c1	-64	32	-2	-1	-54	-23	-2	4.0
N#C/C(C(=O)N1CCOCC1)=C1/SC(Cc2ccccc2Cl)C(=O)N1c1ccccc1 (stereo not given)	-6	27	-2	-3	12	-3	6	-2.2
O=C(O)c1cccc(CN2C(=O)SC(Nc3cccc4ccccc34)C2=O)c1 (stereo not given)	3	20	0	-1	0	12	-27	-0.3
COc1ccc(Cl)cc1N1CC(c2nc3ccccc3[nH]2)CC1=O (stereo not given)	4	5	-3	5	-2	15	-4	0.5
C=CCn1c(=N)n(CC(O)COc2ccc(OC)cc2)c2ccccc21 (stereo not given)	13	11	5	3	-1	0	12	1.7
Cc1ccc(C(=O)CN(CCCC(N)=O)S(=O)(=O)c2ccc([N+](=O)[O-])cc2)cc1	0	-14	13	-3	9	26	-26	-0.5
CCCCOC(=O)N/N=C/C=C/c1ccccc1	-36	3	-1	1	-19	-39	16	1.1
COc1cccc(-c2noc(-c3ccoc3C)n2)c1	-106	10	-3	2	-56	-90	-5	3.2
COC(=O)/C=C1\N/C(=N\c2nc(C)cc(C)n2)N(c2ccc(C)c(C)c2)C1=O	4	17	5	-3	17	-8	-5	-0.5
CC(C)c1nnc(NC(=O)CCC(=O)NC2CCCCCCC2)s1	-3	1	-4	0	-18	3	8	-1.1
Cc1c(C(=O)N2CCN(C/C=C/c3ccccc3)CC2)oc2c(F)cccc12	-1	29	-4	-1	17	14	-8	-1.6
Cc1ccc(SCCC(=O)N2CCCC2)cc1	-31	10	-3	3	-10	-11	11	1.8
CN(c1ccccc1)c1nc(N)c([N+](=O)[O-])c(N2CCCCC2)n1	-16	39	-9	2	-14	-2	-13	2.2
CCCCn1c(N)c(N(CC(C)C)C(=O)Cn2c(=O)oc3ccccc32)c(=O)[nH]c1=O	6	-4	-2	-3	14	22	13	-1.4
CCOc1ccc2nc(SCC(=O)NCc3ccc4c(c3)OCO4)[nH]c2c1	1	3	0	1	2	0	-4	0.4

Random draw from the library (roughly 5% active in at least one column).
